Statin myotox sup = suppression of simvastatin myotoxicity. C2C12 myotubes + simvastatin, ATP luminescence, 48 h; scaled: DMSO 0, geranylgeraniol control 100. rescue of ATP level, % at 7.49 µM. 0.78% of 330,000 active;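 active = mean ATP rescue above about 67%, or every replicate alone reaching that limit, limit read from the data, passing the limit was not always enough; inconclusive = no clear call, values can overlap the other calls; inactive = mean under the limit and some replicate under it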;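 also: myotubes were challenged with 10 µM simvastatin during compound exposure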
ARNT TACC3 PPI = disrupts binding between human ARNT and TACC3. Q9Y6A5. inhibition, % at 9.99 µM. 0.66% of 390,000 active. AlphaScreen His-ARNT PAS-B/GST-TACC3 binding, luminescence; TACC3 fragment carries E629A point mutation. AID 623870;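 active = mean inhibition of replicates at least 50% and at least half of replicates each reaching 50%; inconclusive = half or more replicates reach 50% but mean below 50%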;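 also: 0% = complete ARNT plus TACC3 wells and 100% = ARNT alone without TACC3; many hits fall short of the cut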
esBAF inh = blocks esBAF chromatin remodeling in mouse ES cells | Bmi1-luciferase knock-in reporter, 24 h; 100% = twice the neutral-well signal | reporter increase, % at 12.5 µM | 2% of 350,000 active | AID 602393; in the data active = activation above about 40%; inconclusive = no clear call, values can overlap the other calls;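 also: 0% = median of the plate's neutral control wells and 100% = double that signal; a rise in the Bmi1 reporter signal indicates esBAF inhibition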
Cneo AK release = causes C. neoformans cell lysis. 0.2% of 360,000 active. adenylate kinase release luminescence, 4 h; normalised: neutral wells 0, clomiphene wells 100. lysis activity, % at 15 µM;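 active = mean lysis activity across replicates of at least 80%, whatever share of replicates individually reach that level; inactive = mean lysis activity below 80%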
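Material – log-phase Cryptococcus neoformans yeast cells · Input – 5 × 10^6 yeast cells/mL · Medium – fresh YPD growth medium · Doses – single compound concentration per well · Timing – static 4 h at 37 °C with compound, 1 h detection · Detection – adenylate kinase release luminescence · Read-out – signal increase indicating cell lysis · Control set – Clomiphene as positive lysis control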
SIRT5 block = inhibitors of human sirtuin-5 desuccinylase; AID 652115; 1.1% of 330,000 active; Q9NXA8; inhibition, % at 15 µM; Purified SirT5, succinyl-peptide AMC, trypsin-coupled fluorescence; in the data active = inhibition above about 15%; inconclusive = no clear call, values can overlap the other calls
Target sequence (Q9NXA8 whole entry, looked up): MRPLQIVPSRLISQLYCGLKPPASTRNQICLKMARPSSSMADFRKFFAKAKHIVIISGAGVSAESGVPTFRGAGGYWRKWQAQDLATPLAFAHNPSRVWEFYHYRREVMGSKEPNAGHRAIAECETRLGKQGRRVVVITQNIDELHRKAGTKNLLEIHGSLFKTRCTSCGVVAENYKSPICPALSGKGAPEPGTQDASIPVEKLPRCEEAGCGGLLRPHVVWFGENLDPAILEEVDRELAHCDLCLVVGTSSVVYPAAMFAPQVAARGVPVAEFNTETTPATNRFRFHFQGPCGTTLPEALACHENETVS
ERp5 inh = blocks human ERp5 reductase activity on insulin; 0.05% of 350,000 active; Q15084; inhibition, % at 9.99 µM; AID 651711; ERp5 insulin aggregation, absorbance 650 nm, 90 min;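 active = mean replicate inhibition above about 25%, with every replicate also reaching it, limit read from the data, passing the limit was not always enough; inconclusive = only one of those two criteria met; inactive = neither criterion met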
Target sequence (Q15084 whole entry, looked up): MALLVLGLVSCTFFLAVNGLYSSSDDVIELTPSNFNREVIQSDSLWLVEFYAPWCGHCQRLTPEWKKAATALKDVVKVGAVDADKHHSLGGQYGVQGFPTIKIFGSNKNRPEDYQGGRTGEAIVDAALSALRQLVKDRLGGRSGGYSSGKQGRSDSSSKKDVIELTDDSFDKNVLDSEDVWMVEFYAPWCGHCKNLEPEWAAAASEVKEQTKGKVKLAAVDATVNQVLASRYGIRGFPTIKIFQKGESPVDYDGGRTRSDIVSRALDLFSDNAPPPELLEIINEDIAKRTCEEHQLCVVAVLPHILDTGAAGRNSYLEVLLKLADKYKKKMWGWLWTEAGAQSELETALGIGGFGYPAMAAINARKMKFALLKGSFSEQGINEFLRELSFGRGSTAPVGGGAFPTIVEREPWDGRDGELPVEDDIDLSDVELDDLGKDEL
miR122 inh = inhibitors of miR-122 in Huh7 cells; activation (reporter increase), % at 12.5 µM; 0.3% of 340,000 active; Huh7 miR-122 Renilla luciferase sensor, 48 h; neutral wells = 0, positive control = 100;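 active = mean replicate activation score at least 90 and every replicate individually at or above 90; inconclusive = only one of the two criteria met; inactive = neither criterion met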;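 also: higher luciferase means less miR-122 activity so hits act as miR-122 inhibitors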
* = called active by the depositor; ? = inconclusive; . = no result given; [ ] = dose if it differs, or a comment.

No.	SMILES	Statin myotox sup	ARNT TACC3 PPI	esBAF inh	Cneo AK release	SIRT5 block	ERp5 inh	miR122 inh
1	O=C1CC(N2CCN(c3ccccc3O)CC2)C(=O)N1Cc1ccccc1 (stereo not drawn)	-14	1	0	-1	-5	-2	-3
2	CC(C)NC(=O)Nc1ccc2c(c1)C(=O)N([C@@H](C)CO)C[C@H](C)[C@H](CN(C)Cc1ccncc1)OCCCC[C@@H](C)O2	.	-1	.	-1	-4	-2	2[16.7 µM]
3	C[C@@H]1CN([C@@H](C)CO)C(=O)c2cc(NS(=O)(=O)c3cccs3)ccc2O[C@@H](C)CCCCO[C@@H]1CN(C)C(=O)CCCN(C)C	.	-2	7	-2	-1	2	8[16.7 µM]
4	Cc1ccc(S(=O)(=O)Nc2cc(=O)[nH]c(SCc3ccc(Cl)cc3)n2)cc1	.	2	.	3	-7	?	-6
5	C[C@@H]1CN([C@@H](C)CO)C(=O)Cc2cc(NC(=O)Cn3cnnn3)ccc2O[C@@H]1CN(C)Cc1ccc(Cl)c(Cl)c1	30	-3	3	-1	-5	-6	4[16.7 µM]
6	Cc1cccc(C(=O)NCC(=O)N2CCN(c3ccccn3)CC2)c1	14	-13	13	4	-5	3	-6
7	COc1ccc(-n2c(C)cc(C(=O)CSc3nn4c(=O)c(C(C)(C)C)nnc4s3)c2C)cc1	19	1	3	.	-1	-6	-14
8	CCCc1ccc(C(O)c2ncc(-c3ccccc3C)[nH]2)cc1 (stereo not drawn)	3	.	3	5	0	-1	4
9	Cc1ccc(C(=O)O)cc1-n1c(=O)n(Cc2ccccc2)c(=O)c2[nH]cnc21	-5	-5	-2	-1	4	-6	.
10	Cc1cccc(OCC(=O)O/N=C(\N)c2ccccn2)c1	1	-2	38	.	-2	0	-2
11	Cc1ccc(S(=O)(=O)NC(=O)C2(C)CCN2C(=O)CC2CCCC2)nc1 (stereo not drawn)	4	.	4	1	0	4	.
12	CCN(CC)c1ccc2cc(C(=O)NNC(=O)c3ccc(S(=O)(=O)N4CCCCC4)cc3)c(=O)oc2c1	.	8	.	0	.	.	-10
13	O=C1Nc2ccccc2Cc2ccccc21	-3	.	-1	0	-2	-3	-4
14	C=C1CCN(C(C)C(=O)O)S(=O)(=O)c2ccccc21 (stereo not drawn)	-1	-4	4	-2	-2	-3	1
15	COc1ccc(S(=O)(=O)Nc2ccc3c(c2)CC(=O)N([C@H](C)CO)C[C@@H](C)[C@@H](CN(C)Cc2ccccc2)O3)cc1	39	0	2	2	3	1	-4[16.7 µM]
16	Cc1ccc(S(=O)(=O)N2CCOCC2)cc1NC(=O)CN1C(=O)CN(C)C1=O	-5	-3	-8	0	-2	5	3
17	O=C(C1CCN(S(=O)(=O)c2ccccc2)CC1)N1CCC1	7	-3	1	0	-1	2	-3
18	O=C(Oc1cccnc1)c1cc(S(=O)(=O)N2CCCCC2)ccc1Cl	-3	-3	2	13	.	.	2
19	CS(=O)(=O)c1ccc(-c2sc3ccccc3c2C#CCCO)cc1	21	9	-4	-3	1	5	4
20	C[C@H]1CCCCO[C@H](CN(C)Cc2ccc(C(=O)O)cc2)[C@@H](C)CN([C@@H](C)CO)C(=O)c2cc(NS(=O)(=O)c3ccc(F)cc3)ccc2O1	.	-12	1	-12	-1	-1	9[16.7 µM]
21	Cc1ccc(-c2cnc3c(c2)C(=O)N([C@H](C)CO)C[C@@H](C)[C@H](CN(C)CC2CCOCC2)O3)cc1	4	-8	-8	1	-4	-6	-11[16.7 µM]
22	CC(C)c1cccc(OCCCCN(C)C)c1	.	-2	.	.	-4	-5	1
23	O=C(O)C1C2C=CC3(CN(Cc4ccncc4)C(=O)C13)O2 (stereo not drawn)	-3	-4	3	-5	.	.	-2
24	CCCn1c(SCC(=O)Nc2ccccc2C(=O)OC)nc2c1c(=O)n(C)c(=O)n2C	1	-6	3	2	.	.	-3
25	CCc1ccc2[nH]c(=O)c(C(c3nnnn3CCOC)N3CCN(c4ccccc4F)CC3)cc2c1 (stereo not drawn)	13	-3	2	3	.	.	-7
26	C[C@@H]1CCCCO[C@H](CN(C)S(C)(=O)=O)[C@@H](C)CN([C@@H](C)CO)C(=O)c2cc(NC(=O)Nc3ccc(C(F)(F)F)cc3)ccc2O1	.	-1	-1	-2	.	7	-1[16.7 µM]
27	O=C(NC1CCCCCC1)c1c(O)c2ccccc2[nH]c1=O	-6	.	46*	2	.	.	.
28	COc1ccc(-c2nn3c(-c4cccc(C)c4)nnc3s2)cc1OC	4	.	2	.	.	.	-15
29	COc1ccc(CC(=O)N[C@@H](CCSC)c2nc3ccccc3[nH]2)cc1	.	0	.	.	-1	2	-2
30	CCn1cc(C(=O)OCC(=O)N(C)C2CCS(=O)(=O)C2)c(=O)c2ccc(C)nc21 (stereo not drawn)	-5	3	-8	2	.	.	-5
31	C[C@@H]1CN([C@@H](C)CO)S(=O)(=O)c2ccc(-c3ccc(C(=O)N(C)C)cc3)cc2O[C@@H]1CN(C)C(=O)C1CCC1	7	-6	-4	4	-4	5	-40[16.7 µM]
32	N#CCCCc1cc2ccccc2cn1	1	3	7	1	-1	-2	-4
33	O=C1C2CCCCN2C(=O)N1CCCCN1CCN(c2ccc(F)cc2)CC1 (stereo not drawn)	-15	-18	6	2	-2	-3	-2
34	COCCCNC(=S)NNC(=O)c1cc(C2CC2)nc2ccccc12	-10	4	-5	-14	-1	-2	.
35	O=C(c1cccnc1)N1C[C@H]2[C@@H](c3ccccc31)[C@@H](CO)N2C(=O)Nc1ccccc1Cl	10	-9	3	0	1	5	-10[16.7 µM]
36	CC(C)c1ccc(NC2=CC(=O)CC(C)(C)C2)cc1	-45	-3	16	0	-23	-1	4
37	Cc1ccc(NCCC(=O)c2cccs2)cc1Cl	6	2	55*	4	.	.	-11
38	CC(C)CCN1CCN(Cc2ccc(Sc3nncn3C)o2)CC1CCO (stereo not drawn)	8	-2	-7	.	-1	-2	-6
39	COc1ccc(C(=O)NNC(=O)C2CC=CCC2)cc1 (stereo not drawn)	-4	-1	18	7	12	1	1
40	C[C@@H]1CN([C@H](C)CO)C(=O)c2cc(NC(=O)CCCCCC(=O)Nc3ccccc3N)ccc2O[C@H]1CN(C)S(C)(=O)=O	.	10	-5	4	-1	-8	-6[16.7 µM]
41	C=C1CCN([C@@H](CC(C)C)C(=O)NN2CCOCC2)S(=O)(=O)c2ccccc21	-16	-4	5	3	0	8	0
42	O=C(O)c1cccc(CN2C(=O)S/C(=C/c3cccc([N+](=O)[O-])c3)C2=O)c1	.	23	.	.	1	-4	.
43	O=C(CC(F)(F)F)N1C[C@@H]2[C@H](c3ccccc31)[C@H](CO)N2C(=O)CN1CCOCC1	-14	-8	0	2	-2	-12	5[16.7 µM]
44	Cc1cc(NC(=O)CCC(=O)N(c2ccc(F)cc2)C(C(=O)NC2CCCC2)c2cccnc2)no1 (stereo not drawn)	-8	-8	-8	-2	0	3	2
45	COc1ccc(-c2cc(C(=O)Nc3ccc(OC)c(OC)c3)[nH]n2)c(C)c1	-4	.	31	-1	.	3	-13
46	CCCOc1c(Br)cc(C(=O)OCc2cc(=O)n3ccsc3n2)cc1OC	13	10	3	0	-3	1	1
47	Cc1noc(C)c1S(=O)(=O)Nc1ccc2c(c1)CC(=O)N([C@@H](C)CO)C[C@@H](C)[C@@H](CN(C)CC1CC1)O2	-3	1	0	-3	0	0	-9[16.7 µM]
48	COc1ccc(N2C(=O)[C@@H]3[C@H](C2=O)[C@H]2C=CC=NN2[C@@H]3C(=O)Nc2ccc(Cl)cc2)cc1	3	.	-2	1	-1	2	-3
49	OC(COc1ccc(OCc2ccccc2)cc1)CN1CCOCC1 (stereo not drawn)	5	-5	-1	4	.	2	2
50	Cc1oc2nc(SCCCC(=O)NCCO)nc(N)c2c1C	-11	-7	-4	0	.	.	-5

Other structures.
No.	SMILES	Statin myotox sup	ARNT TACC3 PPI	esBAF inh	Cneo AK release	SIRT5 block	ERp5 inh	miR122 inh
51	CO[C@@H]1CN(C)C(=O)c2ccc(NC(=O)NC(C)C)cc2OC[C@H](C)N(C(=O)CN(C)C)C[C@H]1C	14	-4	-1	-2	-1	1	-17[16.7 µM]
52	O=c1[nH]nc(-c2ccc(F)cc2)cc1-c1ccccc1	8	-5	-3	1	0	0	-1
53	Nc1c(C(=O)NCc2ccc3c(c2)OCO3)nnn1CC(=O)Nc1ccc(Br)cc1	-69	2	-7	0	-1	2	2
54	CCc1cc2c(C)cc(=O)oc2cc1OC(=O)C1CCCN1C(=O)OC(C)(C)C (stereo not drawn)	.	-8	17	-3	.	.	.
55	Clc1cccc(-c2nnc(-c3ccno3)o2)c1	-3	-7	4	9	4	3	-1
56	Cc1cccc2sc(NNC(=O)c3cc(=O)c4ccccc4o3)nc12	6	12	6	0	3	9	10
57	CCOc1cc(/C=C2/NC(=O)N(CC(=O)Nc3cccc(C)c3)C2=O)ccc1OCC(N)=O	.	-22	.	.	2	4	.
58	C[C@H](CO)N1C[C@H](C)[C@@H](CN(C)C(=O)c2cnccn2)Oc2cc(C#CC3CC3)ccc2S1(=O)=O	-9	0	2	-10	-4	2	1[16.7 µM]

8 entries from above, sorted by number of heavy atoms, low to high.
No.	SMILES	Statin myotox sup	ARNT TACC3 PPI	esBAF inh	Cneo AK release	SIRT5 block	ERp5 inh	miR122 inh
55	Clc1cccc(-c2nnc(-c3ccno3)o2)c1	-3	-7	4	9	4	3	-1
52	O=c1[nH]nc(-c2ccc(F)cc2)cc1-c1ccccc1	8	-5	-3	1	0	0	-1
50	Cc1oc2nc(SCCCC(=O)NCCO)nc(N)c2c1C	-11	-7	-4	0	.	.	-5
56	Cc1cccc2sc(NNC(=O)c3cc(=O)c4ccccc4o3)nc12	6	12	6	0	3	9	10
54	CCc1cc2c(C)cc(=O)oc2cc1OC(=O)C1CCCN1C(=O)OC(C)(C)C (stereo not drawn)	.	-8	17	-3	.	.	.
53	Nc1c(C(=O)NCc2ccc3c(c2)OCO3)nnn1CC(=O)Nc1ccc(Br)cc1	-69	2	-7	0	-1	2	2
57	CCOc1cc(/C=C2/NC(=O)N(CC(=O)Nc3cccc(C)c3)C2=O)ccc1OCC(N)=O	.	-22	.	.	2	4	.
51	CO[C@@H]1CN(C)C(=O)c2ccc(NC(=O)NC(C)C)cc2OC[C@H](C)N(C(=O)CN(C)C)C[C@H]1C	14	-4	-1	-2	-1	1	-17[16.7 µM]

Excerpt, nos. 52–53
No.	SMILES	Statin myotox sup	ARNT TACC3 PPI	esBAF inh	Cneo AK release	SIRT5 block	ERp5 inh	miR122 inh
52	O=c1[nH]nc(-c2ccc(F)cc2)cc1-c1ccccc1	8	-5	-3	1	0	0	-1
53	Nc1c(C(=O)NCc2ccc3c(c2)OCO3)nnn1CC(=O)Nc1ccc(Br)cc1	-69	2	-7	0	-1	2	2

Screening results as filed in PubChem.

Rows were taken by chance, and some 4% of all compounds hit somewhere here.
